Yfh1-off respiration – enhancers of respiration in Yfh1-depleted yeast, dose response, Friedreich's ataxia, plus single-dose screen (AID 1465); S. cerevisiae Yfh1-off respiration, WST-1 reduction, 72 h; higher fold induction means a stronger effect; one-dose fold induction at 50 µM; EC50 in µM for titrated hits; 220,000 tested, 0.074% active;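 active = fold induction of absorbance versus untreated yeast above a set limit, then at least 30% activation at any dose in follow-up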;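 also: activators that raise dye reduction in frataxin-depleted yeast; strong numbers were not always called active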
ER stress rescue – rescue of cells from ER stress-induced death, primary screen, 384-well, CSM14.1, thapsigargin, ATP luminescence (AID 1222); one-dose cellular ATP content (survival), % at 20 µM; EC50 in µM for titrated hits; CSM14.1 thapsigargin-induced death rescue, ATP luminescence; higher % means a stronger effect; 190,000 tested, under 10 active;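 active = EC50 below 50 µM in the dose-response confirmation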;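 also: death triggered by thapsigargin at about 15 µM added after 2 h compound pretreatment; cell ATP read after overnight thapsigargin exposure of roughly 18 to 22 hours; normalized against plate controls of thapsigargin alone and 5% DMSO vehicle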
MT stabilize HCS – microtubule stabilization, imaging screen. HeLa tubulin immunostaining HCS, 24 h; share of cells brighter than vehicle mean+2SD. 200,000 tested, 0.83% active. % tubulin-high responders, % at 10 µM. AID 2205;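 active = plate Z-score above 3 for both tubulin-high and condensed-nucleus cell shares, with cell loss under 80%, at 10 µM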;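 also: anti alpha tubulin signal scored within the nucleus-defined area of each cell; some results filed as inactive read as strong as hits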
Insulin prom up – MIN6 insulin promoter up-regulation. z-score at 5 µM. MIN6 insulin promoter-GFP reporter, high-content imaging; hits give high values. 190,000 tested, 0.3% active;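 active = z-score above 3 at 5 µM with at least 500 cells counted in the well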
Autophagy mod – modulators of autophagy; MEF GFP-LC3 puncta imaging; test concentration mostly 10 µM; calls only at 10 µM (by protocol); 190,000 tested, 0.98% active; AID 463193;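 active = percentage of spot-positive cells more than 3 SD above its plate mean, without a fluorescence outlier flag or 80% toxicity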;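 also: spot-positive cell cutoff set from DMSO-treated cells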
Hep lipid drop – modulators of hepatic lipid droplet formation. AID 1656. AML12 mouse hepatocytes, oleate lipid droplets, BODIPY imaging. 240,000 tested, 0.4% active. inhibition, % at 6.5 µM;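 active = lipid droplet intensity inhibited by at least 50%, with more than 500 cells counted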
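Material – AML12 mouse liver cells · Also added – oleate loading, 100 µM · Compound dosing – 6.5 µM single-point dosing · Times – overnight treatment with compound plus oleate · Measured by – fluorescence imaging, 20x objective, two fields per well · Read-out – percent inhibition of filter-corrected integrated lipid droplet intensity per well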
Dynein cargo inh – blocks dynein driven cargo transport along microtubules. 3617.4 mouse cells, GR-EGFP nuclear translocation imaging; test concentration mostly 20 µM; stimulated with dexamethasone, 1 µM; hits give low values. z-score, hits read low. 220,000 tested, 0.47% active;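 active = plate z-score of nuclear minus cytoplasmic receptor signal below a set negative limit, without overly bright fluorescence or cell loss, cut at about -3.5 in these data, passing the limit was not always enough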;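 also: z-score of nuclear minus cytoplasmic ring GR-EGFP intensity difference per well; some compounds called inactive have numbers as strong as hits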
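medium = tetracycline-free induction medium containing charcoal-stripped FBS | probe or stimulus = dexamethasone, 1.0 µM final | timing = 48 h induction, then 1 h compound, then 30 min agonist, 37 °C | detection = automated 10x imaging of fixed Hoechst-stained cells | read-out basis = nuclear versus cytoplasmic GR-EGFP signal, averaged per well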
M1AAP inhibition – malaria alanyl aminopeptidase activity blockers – biochemical, fluorogenic H-Leu-NHMec substrate, 1536-well (AID 1445); recombinant M1AAP, H-Leu-NHMec fluorogenic kinetic assay; higher % means a stronger effect; inhibition, % at 30 µM, or IC50 in µM where a hit was titrated; 220,000 tested, 0.42% active;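 active = primary inhibition above the hit cutoff, then over 50% inhibition at one or more dose response concentrations, cut at about 23% in these data, passing the limit was not always enough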;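 also: plate controls were DMSO full reaction for no effect and no enzyme background for full effect; strong numbers were not always called active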
P. falciparum M17LAP – P. falciparum M17LAP inhibitors, primary screen, biochemical, fluorogenic H-Leu-NHMec substrate, 1536-well (AID 1619); recombinant M17LAP, H-Leu-NHMec fluorogenic kinetic assay; higher % means a stronger effect; inhibition, % at 30 µM; hits with a dose series show IC50 in µM; 220,000 tested, 0.38% active;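 active = compound inhibiting the enzyme by more than half at any dose during confirmatory dose-response retesting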;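 also: plate controls were full reaction with DMSO carrier for no effect and no enzyme background for full effect; strong numbers were not always called active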
Dynein cargo inh cytoplasmic EGFP – also measured in Dynein cargo inh; calls as there; z-score; measured here: cytoplasmic GR-EGFP intensity; hits give high values
Dynein cargo inh nuclear GR-EGFP – also measured in Dynein cargo inh; calls as there; z-score; measured here: nuclear GR-EGFP intensity;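 lower value marks the stronger effect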
Dynein cargo inh cell count – also measured in Dynein cargo inh; calls as there; z-score; measured here: cell count per field
Insulin prom up cell count – recorded beside Insulin prom up, whose call it bears; cell count; measured here: cytotoxicity, nuclei count;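 total cells summed across four imaged fields per well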
Hep lipid drop cells 6.5 µM – recorded beside Hep lipid drop, whose call it bears; cell count; measured here: cell count, cytotoxicity flag;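 cells counted across two imaged fields per well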
MT stabilize HCS Hoechst-high % – further read-out of MT stabilize HCS, marked with its call; % Hoechst-high responders; measured here: nuclear condensation Hoechst responders;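 share of cells brighter than vehicle mean plus two SD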
MT stabilize HCS cytotoxicity % – further read-out of MT stabilize HCS, marked with its call; toxicity, %; measured here: cytotoxicity by cell density;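 0% = mean cell density of plate MIN control wells and 100% = no cells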
Autophagy mod cell loss 18 h – second read-out of Autophagy mod, no call of its own (marks repeat the call); toxicity, %; measured here: cell loss, nuclei count;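 cell loss after 18 h compound exposure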
Numbers without * were called inactive; i = inactive; nt = no result given.

SMILES	Yfh1-off respiration	ER stress rescue	MT stabilize HCS	MT stabilize HCS Hoechst-high %	MT stabilize HCS cytotoxicity %	Insulin prom up	Insulin prom up cell count	Autophagy mod	Autophagy mod cell loss 18 h	Hep lipid drop	Hep lipid drop cells 6.5 µM	Dynein cargo inh	Dynein cargo inh cytoplasmic EGFP	Dynein cargo inh nuclear GR-EGFP	Dynein cargo inh cell count	M1AAP inhibition	P. falciparum M17LAP
COc1cc(/C=N/NC(=O)CSc2nc3ccccc3n2C)cc(OC)c1OC	i	-0.8%	4.7	1.2	2.9	-0.09	1244	i	-1	-2	650	1.4	-0.29	0.35	-0.62	0%	5%
COc1cc(NC(=O)CN(C)S(=O)(=O)c2ccc(C)cc2)cc(OC)c1	i	-3.4%	2.5	1.8	12	-0.03	1221	i	5	-15	751	1.4	-0.22	0.82	0.058	-11%	6%
O=C(CSc1nnc(COc2cccc3cccnc23)o1)N1CCCC1	i	0.5%	1.4	1.5	3.0	-0.32	1396	i	11	1	718	-0.39	-0.29	-0.11	0.5	2%	-11%
CN1CCN(c2nc(N3CCN(c4ccccc4)CC3)ncc2F)CC1	i	2.6%	3.7	2.1	5.8	-0.52	1216	i	-9	-6	746	0.11	-0.14	0.22	-0.97	4%	4%
Cc1cc(/C=C(\C#N)C(=O)NCc2cccs2)c(C)[nH]1	i	-0.8%	3.5	2.2	5.5	0.12	1477	i	-3	-4	668	0.53	-0.26	0.86	1.1	4%	-1%
COc1ccc(Nc2ncc(C(=O)N3CCN(Cc4ccccc4)CC3)c3ccccc23)cc1	i	-0.6%	2.9	1.1	5.8	0.61	1508	i	4	nt	nt	0.062	-0.21	0.15	0.39	14%	-14%
O=C(Nc1ccc(-c2nc3ccccc3s2)c(O)c1)C1=COCCO1	i	8.8%	4.2	2.6	6.7	-0.49	1340	i	-7	8	607	i	nt	nt	-4.3	10%	-13%
Cc1cccc(OCC(=O)N(Cc2cccs2)C2CCS(=O)(=O)C2)c1C (centres undefined)	i	-1.0%	2.5	1.8	5.8	nt	nt	i	-5	-23	668	-0.37	-0.24	-0.18	0.23	1%	-6%
Cc1cc(C(=O)Cn2nc(C(=O)O)c3ccccc3c2=O)c(C)n1-c1ccc(F)cc1	i	-4.2%	1.6	4.2	16	0.22	1358	i	-3	21	641	0.39	-0.16	0.37	-0.67	-2%	10%
COc1ccc(C(=O)COC(=O)C2CCN(S(=O)(=O)c3cccc4cccnc34)CC2)cc1	i	-0.7%	4.1	2.1	9.7	0.55	1322	i	-6	-22	636	-0.26	-0.24	-0.17	0.61	1%	4%
COc1ccccc1CNC(=O)/C=C/c1cc2c(cc1Br)OCO2	i	-3.0%	3.5	2.3	8.4	1	1008	i	-16	nt	nt	0.48	-0.18	-0.099	0.43	4%	4%
COc1ccc(CCC(=O)NCc2cn3ccc(C)cc3n2)cc1	i	-0.1%	4.8	0.9	12	0.55	1399	i	4	2	703	-1.1	-0.23	-0.36	0.36	7%	1%
CCC(NC(=O)COc1ccc([N+](=O)[O-])cc1)c1ccccc1 (centres undefined)	i	1.3%	1.9	3.2	8.4	-0.24	1740	i	-11	-17	593	-0.89	0.35	-0.15	0.32	8%	12%
O=C(/C=C/c1ccccc1)NCCc1ccccc1	i	nt	nt	nt	nt	-0.52	1017	nt	nt	2	739	2.9	-0.17	2.7	-1.7	-9%	14%
COC(=O)c1c(NC(C)=O)sc2c1CCCC2	i	-2.4%	1.6	1.5	5.0	1.6	952	i	1	nt	nt	-1.3	-0.22	-0.59	0.87	6%	-2%
NS(=O)(=O)c1ccc(CNC(=O)CCSCCC(=O)NCc2ccc(S(N)(=O)=O)cc2)cc1	i	-1.6%	2.0	1.5	3.1	nt	nt	i	-5	-16	645	0.023	-0.26	-0.022	0.17	14%	46%
O=S(=O)(NCCN1CCOCC1)c1cccs1	i	-0.1%	4.9	3.4	6.1	-0.31	1142	i	-9	3	722	-0.63	-0.32	0.082	0.56	-3%	-3%
COc1cc(/C=N/Nc2ccc(S(N)(=O)=O)cc2)cc(OC)c1OC	i	-0.4%	2.0	2.9	4.8	-0.81	1347	i	3	4	690	-0.73	-0.22	-0.43	-0.15	5%	3%
O=C(NN1C(=O)C2C(c3ccccc3)C=CC(c3ccccc3)C2C1=O)c1cccc(Br)c1 (centres undefined)	i	2.2%	3.3	2.9	6.0	0.77	1501	i	1	2	672	-0.18	-0.23	0.16	0.31	7%	-4%
COc1ccc(N(C)C(=O)c2cc3c(s2)-c2c(C)cccc2OC3)c(OC)c1	i	nt	nt	nt	nt	nt	nt	nt	nt	-1	711	0.21	-0.29	1.1	-0.45	4%	-2%
CCOC(=O)Nc1cccc(NC(=O)c2cc(OC)cc(OC)c2)c1	i	-2.0%	3.4	1.3	4.0	nt	nt	i	6	-9	736	-0.28	-0.22	-0.048	0.29	1%	4%
NC(=O)C1CCN(S(=O)(=O)c2ccc3c(c2)OCCO3)CC1	i	nt	nt	nt	nt	0.07	1066	nt	nt	6	703	-0.74	-0.25	-0.24	0.89	5%	-6%
CN(C)c1ccc(C(=S)NCc2ccco2)cc1	i	nt	3.7	1.4	4.4	-0.01	1199	i	-2	-5	742	-1.2	-0.033	-1.2	0.76	16%	1%
O=C(NCCc1c[nH]c2ccccc12)c1cnccn1	i	-5.6%	3.4	1.4	9.5	-0.81	1283	i	4	-7	667	-0.36	-0.13	-0.1	0.45	2%	6%
COCCOC(=O)c1c(NC(=O)CNc2ccc(C)c(F)c2)sc(C(N)=O)c1C	i	nt	nt	nt	nt	-1.1	1330	nt	nt	0	672	0.49	-0.22	-0.088	0.34	2%	-2%
CCc1ccc(C2C(C(=O)O)c3ccccc3C(=O)N2C)cc1 (centres undefined)	i	0.6%	2.6	1.2	3.2	0.09	972	i	-12	-3	718	2.3	-0.29	0.96	0.73	2%	-7%
C=C(C)c1ccc(C(C)(C)NC(=O)N2CCN(C)CC2)cc1	i	-0.8%	4.0	1.6	1.5	-0.09	722	i	6	15	751	2	-0.17	1.1	-1.2	7%	-6%
C=CCn1cc(-c2ccc(Cl)cc2)cc(C#N)c1=O	i	1.5%	1.3	1.6	19	0.81	962	i	0	nt	nt	0.033	-0.31	-0.15	0.25	6%	0%
COc1ccc(CCN2C(=O)C3C4CCC(C4=C(C)C)C3C2=O)cc1OC (centres undefined)	i	-1.4%	2.7	2.5	8.3	nt	nt	i	-8	-13	627	-0.8	-0.25	-0.62	0.8	5%	2%
CC1(C)CC(NC(=O)Nc2ccc([N+](=O)[O-])cc2)CC(C)(C)N1	i	-1.3%	4.8	2.4	5.7	0.21	1482	i	4	3	725	1.1	-0.2	0.56	-0.29	4%	19%
Cc1nn(CC2CC2)c(=O)n1-c1ccc(C(C)C)cc1	i	0.0%	1.5	1.5	8.4	1.4	1665	i	2	0	665	-0.61	-0.23	0.32	-0.26	1%	-5%
CCOC(=O)c1ccc(S(=O)(=O)N2CCN(CCC#N)CC2)cc1	i	-2.1%	4.2	2.8	7.8	-1.2	1700	i	-8	-5	671	-0.036	-0.15	0.22	-0.77	0%	-6%
CCCCNc1c(C(=O)OCC)c(=O)[nH]c2ccccc12	i	1.8%	2.4	1.6	5.8	0.64	1318	i	21	nt	nt	-0.078	-0.19	-0.2	-0.9	-2%	4%
Cc1cc(Cl)ccc1NC(=O)CCC(=O)O	i	-1.2%	2.5	1.5	1.1	0.12	1247	i	11	5	663	0.17	-0.25	0.075	0.62	-1%	12%
CC(C)(C)N(Cc1ccccc1)C(=O)c1ccc2c(c1)OCCO2	i	1.2%	4.6	3.9	6.7	0.38	1244	i	18	nt	nt	0.028	-0.063	0.32	0.095	5%	6%
COc1cc(CCCN2C(=S)NC[C@@H]2c2ccccc2)cc(OC)c1OC	i	-1.5%	2.9	2.1	11	0.18	1368	i	-9	-14	631	-0.8	-0.28	-0.23	0.62	-1%	1%
CS(=O)(=O)N1CCCC(C(=O)NCc2ccco2)C1 (centres undefined)	i	-3.5%	3.2	3.1	1.8	-0.12	1174	i	0	-5	765	-0.32	-0.24	-0.22	0.42	21%	0%
CSC1=N/C(=C\c2ccc(Br)o2)C(=O)S1	i	-1.2%	3.1	1.9	3.8	-0.62	1665	i	-1	nt	nt	-0.59	-0.26	-1.1	0.37	2%	8%
COc1ccc(N2CCN(CC(=O)Nc3nnc(-c4ccccc4)s3)CC2)cc1	i	-1.5%	3.8	3.4	4.5	0.51	1021	i	13	-6	714	-0.4	-0.11	-0.12	0.79	23%*	20%

Quoted from the results shown (2 entries):
SMILES	Yfh1-off respiration	ER stress rescue	MT stabilize HCS	MT stabilize HCS Hoechst-high %	MT stabilize HCS cytotoxicity %	Insulin prom up	Insulin prom up cell count	Autophagy mod	Autophagy mod cell loss 18 h	Hep lipid drop	Hep lipid drop cells 6.5 µM	Dynein cargo inh	Dynein cargo inh cytoplasmic EGFP	Dynein cargo inh nuclear GR-EGFP	Dynein cargo inh cell count	M1AAP inhibition	P. falciparum M17LAP
CSC1=N/C(=C\c2ccc(Br)o2)C(=O)S1	i	-1.2%	3.1	1.9	3.8	-0.62	1665	i	-1	nt	nt	-0.59	-0.26	-1.1	0.37	2%	8%
COc1ccc(N2CCN(CC(=O)Nc3nnc(-c4ccccc4)s3)CC2)cc1	i	-1.5%	3.8	3.4	4.5	0.51	1021	i	13	-6	714	-0.4	-0.11	-0.12	0.79	23%*	20%

Screening data from PubChem BioAssay.

An unsorted share of the library; any-hit rate near 3.5%.
